PHOSPHO1 inh: blocks human PHOSPHO1 phosphatase activity | recombinant PHOSPHO1, absorbance phosphatase assay | AID 1565 | Q8TCT1 | 1.1% of 290,000 active | inhibition, % at 13.3 µM; in the data active = inhibition above about 60%
MEKK2 WT-MEK5: raises or lowers MEK5 binding to wildtype human MEKK2 PB1 domain. Q9Y2U5. 1.1% of 290,000 active. binding response (% of control), % at 10 µM. bead flow cytometry, Alexa488-MEK5 binding to MEKK2 WT; actives lie on both sides; in the data active = binding response below about 67% or above about 130%
OXTR ag: activates the human oxytocin receptor | P30559 | CHO-OTR cells, Fluo-8 calcium fluorescence; normalized: DMSO 0%, oxytocin 100% | activation, % at 3 µM | 0.32% of 320,000 active;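 active = activation above the mean of all tested compounds plus 3 SD, cutoff set per screening run, cut at about 20% in these data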;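 also: peak over basal fluorescence ratio from a 100 s FLIPR kinetic read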
V1R ag counter: V1a receptor agonism, counter-screen for OXTR agonists; P37288; CHO-V1R cells, Fluo-8 calcium fluorescence, agonist mode; 0% DMSO, 100% 3 nM vasopressin; activation, % at 3 µM; 0.25% of 320,000 active; AID 2797;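 active = activation above the mean activation of all tested compounds plus 3 SD, per screening run, cut at about 20% in these data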;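 also: signal is peak over basal fluorescence ratio across a 100 second FLIPR read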
GalR3 antagonist: human GalR3 antagonism. HEK293 GalR3-CNG cAMP membrane potential fluorescence; galR3 body fused to GalR1 C-terminus. inhibition, % at 3 µM. 0.44% of 360,000 active. AID 651719;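 active = inhibition above the screen-wide average plus 3 SD, cut at about 13% in these data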;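 also: forskolin and galanin both at EC90 stimulate the cells; cAMP rise reported by CNG channel membrane potential dye signal; 0% = forskolin plus galanin with DMSO and 100% = forskolin alone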
Target sequence (O60755 1-299 limits assumed): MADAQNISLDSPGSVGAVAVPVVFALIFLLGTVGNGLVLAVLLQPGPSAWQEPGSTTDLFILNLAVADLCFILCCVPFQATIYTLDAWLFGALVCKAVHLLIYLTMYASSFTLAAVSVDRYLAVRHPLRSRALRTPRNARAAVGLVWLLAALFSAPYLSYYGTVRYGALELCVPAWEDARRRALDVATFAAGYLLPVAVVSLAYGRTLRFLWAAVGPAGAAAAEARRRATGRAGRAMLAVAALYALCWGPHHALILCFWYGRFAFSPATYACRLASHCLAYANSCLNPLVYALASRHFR
NALP1 yeast inh: blocks the NALP1 inflammasome reconstituted in yeast; S. cerevisiae NALP1/ASC/caspase-1 growth, X-gal OD620, 72 h; inhibition, % at 10 µM; 0.61% of 280,000 active; AID 2071; in the data active = inhibition mostly above about 24%, no sharp cut-off; inactive = mostly below about 32%; also: some compounds called inactive have numbers as strong as hits
MEKK2 mut-MEK5: signal of MEK5 binding to mutant human MEKK2 PB1 domain; percent response, % at 10 µM; bead flow cytometry, Alexa488-MEK5 binding to MEKK2 mutant; 0.35% of 290,000 active; in the data active = percent response above about 24%, passing the limit was not always enough; also: inactives centre near 1; some results filed as inactive read as strong as hits; reference of the scale not given here
MEKK3 PB1 HTS: raises or lowers MEK5 binding to the human MEKK3 PB1 domain. Q99759. 1.4% of 290,000 active. bead-based flow cytometry, Alexa488-MEK5 binding to MEKK3; actives lie on both sides; 0 = blocked by unlabeled MEK5, 100 = vehicle. binding response (% of control), % at 10 µM. AID 1529;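 active = binding response more than 3 SD above or below the average of its plate-row segment, actives on both sides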;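 also: Alexa488 bead fluorescence after subtracting the streptavidin-only scavenger bead signal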
Target sequence (Q99759 whole entry, looked up, the tested form may be a part): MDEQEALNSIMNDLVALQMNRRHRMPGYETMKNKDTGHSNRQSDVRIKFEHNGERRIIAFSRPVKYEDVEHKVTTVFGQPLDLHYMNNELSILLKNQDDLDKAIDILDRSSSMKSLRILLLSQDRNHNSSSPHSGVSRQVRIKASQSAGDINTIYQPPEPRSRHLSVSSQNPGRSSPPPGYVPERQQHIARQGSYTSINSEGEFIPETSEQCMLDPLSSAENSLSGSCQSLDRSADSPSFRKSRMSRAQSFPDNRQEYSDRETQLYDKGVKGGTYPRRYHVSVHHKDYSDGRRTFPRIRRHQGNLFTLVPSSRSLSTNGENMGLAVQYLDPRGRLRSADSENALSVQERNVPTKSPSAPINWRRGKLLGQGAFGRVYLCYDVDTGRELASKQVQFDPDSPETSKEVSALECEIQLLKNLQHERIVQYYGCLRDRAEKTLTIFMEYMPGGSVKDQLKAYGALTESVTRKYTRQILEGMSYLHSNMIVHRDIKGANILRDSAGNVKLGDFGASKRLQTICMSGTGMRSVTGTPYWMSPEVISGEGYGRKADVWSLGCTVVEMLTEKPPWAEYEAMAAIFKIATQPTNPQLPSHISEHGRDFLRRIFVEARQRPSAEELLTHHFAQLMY
GPR7 antagonist: antagonists of human GPR7 (neuropeptides B/W receptor 1). AID 1861. P48145. inhibition, % at 4.4 µM. GPR7-expressing cells, fluorescence antagonist assay. 1.1% of 290,000 active; in the data active = inhibition above about 16%, passing the limit was not always enough;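 also: cells stimulated with the agonist NPW; 0% = agonist with vehicle and 100% = vehicle without agonist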
An asterisk follows results filed as active; nt = no result given; [ ] = another dose, or the depositor's remark. Random draw from the library, and some 5.4% of all compounds hit somewhere here.

Screens in order: V1R ag counter, GalR3 antagonist, MEKK2 mut-MEK5, NALP1 yeast inh, GPR7 antagonist, MEKK3 PB1 HTS, MEKK2 WT-MEK5, PHOSPHO1 inh, OXTR ag
- CNCCOc1nc(N2CCOCC2)nc(C)c1[N+](=O)[O-]
→ 0.1, -2, -1, 26, 2, 118, 99, -8, -0.7
- Cc1nc2ccc(S(=O)(=O)NCC(=O)N3CCOCC3)cc2s1
→ 0.4, 3, -5, -3, -1, 93, 93, -3, 0.4
- COc1ccc(S(=O)(=O)N2CCc3ccccc32)cc1C(=O)NCCc1ccccn1
→ -0.3, -3, -10, 14, 4, 91, 84, 16, 0.0
- N/C(=N\OC(=O)c1csnn1)c1ccc(C(F)(F)F)cc1
→ -0.8, 1, -5, nt, -24, 100, 97, -2, -1.6
- CCCCCCCCCOC(=O)C(CC(=O)O)N1CCOCC1 (configuration not stated)
→ 0.5, 0, 0, 45*, 1, 94, 93, 12, 0.7
- COc1ccc(C(=O)Nc2ccccc2-c2nnn(CC(=O)Nc3ccc4c(c3)OCCO4)n2)cc1
→ 0.9, -3, 1, 33, -12, 101, 102, 7, 1.3
- COc1ccccc1Oc1ccc(N2CC(C(=O)OCC(=O)c3ccc(F)cc3)CC2=O)cc1 (configuration not stated)
→ nt, -3, -7, 23, -10, 97, 92, nt, nt
- COc1ccc(C(=O)Nc2ccc(N3CCN(C(C)=O)CC3)cc2)cc1[N+](=O)[O-]
→ -0.5, -4, -3, 12, -5, 100, 97, 12, 25*
- CCCC/C(O)=N\S(=O)(=O)c1ccc(N=NN(C)C)cc1
→ 1.4, 1, 4, -80, -5, 107, 112, -4, 0.5
- CSC1=NC2(CCCCC2)C2=C(CCCC2)N1
→ 0.5, -9, 2, 4, -6, 107, 104, 101*, 0.5
- CC(C)n1c(SCC(=O)N2CCCC2)nc2c1c(=O)n(C)c(=O)n2C
→ 0.0, -2, -1, 6, -15, 96, 93, -2, 1.1
- Cc1ccc(NC(=O)c2cc(S(=O)(=O)N3CCCCC3)c[nH]2)cc1F
→ 0.6, -2, -1, 2, -8, 95, 96, 20, 1.5
- CCOc1cc(CNc2cccc3ccccc23)cc(Br)c1OCC(=O)NC(C)(C)C
→ -0.9, nt, 3, 18, -8, 106, 105, 15, -0.9
- CS(=O)(=O)N1CCN=C1SCc1ccc(F)cc1
→ -0.8, -8, 1, 12, 4, 102, 103, 28, -0.8
- CN1CCN(c2ncccc2S(=O)(=O)N2CCCCC2)CC1
→ 1.4, -5, -2, 5, -6, 1.0*[inhibitor], 1.0*[inhibitor], 3, 0.0
- COc1cc(C(=O)N/N=C/c2cn(Cc3ccccc3)c3ccccc23)ccc1O
→ nt, -4, 3, -1, -7, 103, 99, 6, nt
- CC(C)CNC(=S)N1CCC(Cc2ccccc2)CC1
→ nt, -3, -1, 7, -11, 101, 103, 33, nt
- CC1CN(C(=O)CCNC(=O)c2ccc(Cl)cc2)CC(C)O1 (configuration not stated)
→ 0.2, -1, 2, 0, -2, 95, 100, 18, -0.8
- N/C(COc1cccc(Cl)c1)=N\NS(=O)(=O)c1ccccc1
→ 0.9, -2, 4, 27, -11, 107, 109, 10, -0.6
- CC(C)(C)n1nc2c(c1NC(=O)c1c(F)cccc1F)CS(=O)(=O)C2
→ 0.6, -10, -9, 18, 43*, 93, 91, -16, -0.2
- COc1ccc(-n2nc3c(N4CCC(C(=O)N5CCC(C)CC5)CC4)nnc(C)c3c2C)cc1
→ 0.3, -2, 920*, -1, 6, 139*, 476*, 37, -0.8
- Cc1onc(-c2ccccc2Cl)c1C(O)c1ccc(F)cc1 (configuration not stated)
→ 1.2, -7, 9, 1, -10, 106, 101, 31, -0.7
- COc1ccc(C2=NN(C(=O)c3cccc([N+](=O)[O-])c3)C(c3cccc([N+](=O)[O-])c3)C2)cc1 (configuration not stated)
→ 0.3, -7, 4, nt, -5, 103, 96, -9, -0.4
- O=c1c2ccccc2nnn1CSc1nnc(Nc2ccccc2)s1
→ 0.1, 0, -33, 8, -9, 86, 77, 16, -0.8
- Nc1nc(SCC(=O)NC2CCCCC2)[nH]c(=O)c1-c1ccccc1
→ -0.1, 0, 2, 1, -7, 102, 103, 12, -0.5
- CCn1nc(C)c(CN2CCN(Cc3cccc(OC)c3)C(CCO)C2)c1C (configuration not stated)
→ 0.7, -7, -4, -2, -4, 97, 99, 33, 0.0
- COc1ccc(-c2c[n+]3c4n2CCCCC4=C(c2ccc(Br)cc2)C3)cc1
→ 0.7, -6, nt, 27, 5, nt, nt, 3, -0.8
- CCCCCNCc1ccc(OCc2ccc(Cl)nc2)c(OC)c1
→ 2.6, -4, 2, 18, 6, 101, 104, -12, 2.8
- O=C1NN(c2cccc(Br)c2)C(=O)/C1=C/c1cccs1
→ 0.8, -7, -2, nt, -5, 99, 93, 10, 1.1
- O=C(Nc1ccc(F)cc1)Nc1sccc1-c1nc2ccccc2s1
→ 0.2, -1, -18, nt, -4, 90, 95, 18, -0.7
- Cc1cc(C)cc(C(=O)Nc2ccc(NC(=O)Cc3ccccc3)cc2)c1
→ -0.5, -1, -1, 9, -5, 97, 95, 15, -1.1
- CC(=O)Oc1ccc(-c2csnn2)cc1
→ 0.8, 4, -3, 9, -8, 93, 94, 14, -0.1
- Cn1c(C(C#N)C(=O)Cc2cccc3ccccc23)nc2ccccc21 (configuration not stated)
→ -0.3, 5, 2, 18, 0, 104, 100, 1, 0.4
- CN(C(=O)CSc1nnc(Cc2ccccc2F)n1N)C1CCS(=O)(=O)C1 (configuration not stated)
→ -0.7, 0, 15, 5, 6, 104, 107, 14, 1.3
- Cc1nc2sccn2c(=O)c1S(=O)(=O)N1CCN(c2cccc(Cl)c2)CC1
→ 1.0, nt, 0, 10, 3, 103, 100, 33, -0.7
- CC(=O)N1N=C(c2ccc3ccccc3c2)OC12CCCC2
→ 0.8, 4, -4, -3, 8, 99, 97, 7, -1.2
- N#CC1=C(SCC(=O)NC2CC2)NC(=O)C(C#N)C12CCCCC2 (configuration not stated)
→ 1.5, -4, 1, -12, -4, 100, 103, -28, 0.1
- COc1ccc(NCc2cccnc2)cc1
→ 1.6, -8, -2, 17, 4, 92, 102, 39, 0.6
- O=C(CNC(=O)c1ccc(Br)cc1)c1ccc(Br)cc1
→ 0.0, -8, 6, 2, -8, 108, 110, 35, 0.4
- O=C(O)C1Oc2cc3ccccc3cc2O1
→ -0.2, -10, 7, 0, -2, 104, 101, 35, 0.1
- CCn1c(CCNC(=O)c2cccs2)nnc1SCC(=O)c1ccc(OC)cc1
→ 0.2, 1, -6, nt, -4, 95, 95, nt, -0.4
- CC(C)C[C@H](NC(=O)c1[nH]cnc1C(=O)N[C@@H](C)C(=O)OCc1ccccc1)C(=O)OC(C)(C)C
→ 0.7, -9, 3, -2, -16, 106, 104, -36, -0.8
- CCCCn1c(=O)[nH]c2nc3cc(NC(C)=O)ccc3nc2c1=O
→ 2.3, -6, -18, nt, 4, 66, 64, 19, 2.1
- O=C1c2ccc(Oc3cccc([N+](=O)[O-])c3)cc2C(=O)N1c1ccccn1
→ 0.4, -4, -4, 12, -2, 107, 99, 36, 0.2
- COC(=O)Oc1c(Br)c(=O)oc2ccccc12
→ 1.2, nt, -2, nt, -2, 102, 101, nt, 2.4
- COc1ccc(NC(C)=O)cc1NC(=O)CSc1nnc(-c2ccccc2)n1N
→ -0.3, -2, nt, 20, 2, nt, nt, -12, -0.6
- COc1ccc(NC(=O)C(c2cc3c(cc2[N+](=O)[O-])OCO3)N(C)c2ccccc2)cc1 (configuration not stated)
→ -0.3, 0, -1, 15, -4, 96, 98, -4, -1.5
- C=CCc1cc(/C=N\NC(=O)CSc2nnc(CCCc3ccc(OC)c(C)c3)o2)cc(OC)c1O
→ -1.0, -1, 15, 33, -10, 104, 104, -26, -2.2
- Cc1cc(NC(=O)c2cnn3cccnc23)n(-c2ccccc2)n1
→ -0.1, -4, 5, 34, -17, 107, 106, 7, 0.8
- C#CCN1C(=O)C(O)(CC(=O)/C=C/c2ccco2)c2ccccc21 (configuration not stated)
→ 0.2, -4, 0, 9, 3, 108, 100, 53, 11

(further entries)
Screens in order: V1R ag counter, GalR3 antagonist, MEKK2 mut-MEK5, NALP1 yeast inh, GPR7 antagonist, MEKK3 PB1 HTS, MEKK2 WT-MEK5, PHOSPHO1 inh, OXTR ag
- Cc1ccc(-c2nn(-c3ccccc3)cc2/C=N/n2c(-c3cccs3)n[nH]c2=S)cc1
→ 0.1, -7, -24, nt, -10, 86, 78, -25, -1.2
- CC(CN1c2ccccc2Sc2ccccc21)N(C)C (configuration not stated)
→ 4.0, nt, 6, 16, 1, 62, 78, -14, 7.1
- COc1cc(C)nc2nc(SCc3ccccc3)nn12
→ -0.4, -3, nt, 7, -1, nt, nt, 9, -0.8
- Nc1ccc(Br)c2cccnc12
→ -0.1, 5, 2, -9, -9, 109, 101, 37, -0.9
- Cc1ccc(C(=O)Cn2nnc(-c3ccccc3-n3cnnn3)n2)cc1
→ -0.4, -3, 4, 12, 1, 107, 106, 16, 2.6
- Cc1ccc2c(c1)C1(OCCCO1)C(=O)N2CC#N
→ 0.6, -7, -1, -40, 11, 102, 107, nt, -0.9
- CC(=O)n1cc([C@H]2C=C(C(=O)N3CCOCC3)O[C@@H](OCCCCO)C2)c2ccccc21
→ 0.2, -6, -1, nt, nt, 102, 97, nt, 2.9
- COc1ccc(C(=O)NC(=S)Nc2cccc(S(=O)(=O)N3CCOCC3)c2)cc1
→ 6.5, 1, -5, 9, -4, 89, 87, -3, 3.8
- COc1ccc2nc(NC(=O)Cn3cnc4c(=O)n(C)c(=O)n(C)c43)sc2c1
→ 1.6, -4, 6, -11, -11, 120, 123, 24, 1.2
- COc1ccc(C(=O)Nc2ccc3c(c2)C(=O)N(C)C3=O)cc1OC
→ 0.0, nt, 7, 3, -17, 103, 103, nt, -0.7
- CC1CN(C(=O)/C=C/c2ccc(SC(F)F)cc2)CC(C)O1 (configuration not stated)
→ 0.2, -10, 8, 27, 5, 108, 105, 33, -0.9
- NC(=O)C1CCN(C(=O)C(=O)c2cn(CC(=O)N3CCCC3)c3ccccc23)CC1
→ 0.2, 1, 5, 4, -18, 98, 102, 18, 0.2
- CC1=C(C(=O)Nc2ccccc2)C(c2ccco2)n2ncnc2N1 (configuration not stated)
→ -0.4, -7, 1, 24, -21, 99, 97, -14, 0.4
